Bioassay records deposited in PubChem by National Center for Advancing Translational Sciences (NCATS).
PGK inhibitor – blocks T. brucei phosphoglycerate kinase; PGK/GAPDH coupled, Kinase-Glo luminescence, 60 min; P07378; actives 0.043% (n = 380,000); AID 602233; Potency, µM (top dose mostly 57.5 µM), without a hit: at the top dose activity change, negative = inhibition, hits mostly inhibitors; also: potency is read from the fitted curve at half-maximal effect; % is scaled to controls: 0 for no effect and ±100 for the full control effect; nearly all actives have a fitted effect of over 60% in size
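Recombinant glycosomal PGK reaction used 1,3-bisphosphoglycerate generated in-well by GAPDH (100nM final) in 100mM TEA pH 7.6, 5mM MgCl2, 0.01% Tween-20. After 60 minutes at room temperature, ATP was read by Kinase-Glo Plus luminescence end-point.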
JMJD2A Tudor – inhibitors of human JMJD2A Tudor domain. O75164. AlphaScreen JMJD2A-Tudor / H3K4me3 peptide binding. Potency, µM (highest dose often 114 µM), without a hit: at the highest dose activity change, negative = inhibition, most hits filed as inhibitors. actives 4.4% (n = 390,000). AID 504339; also: potency is read from the fitted curve at half-maximal effect; % is scaled to controls: 0 for no effect and ±100 for the full control effect; nearly all actives have a fitted effect of over 50% in size
BAZ2B block – inhibitors of human BAZ2B bromodomain; Q9UIF8; actives 4.4% (n = 360,000); Potency, µM (top dose mostly 114 µM), for the others: at the highest dose activity change, negative = inhibition, hits mostly inhibitors; AlphaScreen BAZ2B-H3K14Ac peptide displacement; AID 504333; also: potency is read from the fitted curve at half-maximal effect; % is scaled to controls: 0 for no effect and ±100 for the full control effect; nearly all actives have a fitted effect of over 60% in size
Target sequence (Q9UIF8 whole entry, looked up): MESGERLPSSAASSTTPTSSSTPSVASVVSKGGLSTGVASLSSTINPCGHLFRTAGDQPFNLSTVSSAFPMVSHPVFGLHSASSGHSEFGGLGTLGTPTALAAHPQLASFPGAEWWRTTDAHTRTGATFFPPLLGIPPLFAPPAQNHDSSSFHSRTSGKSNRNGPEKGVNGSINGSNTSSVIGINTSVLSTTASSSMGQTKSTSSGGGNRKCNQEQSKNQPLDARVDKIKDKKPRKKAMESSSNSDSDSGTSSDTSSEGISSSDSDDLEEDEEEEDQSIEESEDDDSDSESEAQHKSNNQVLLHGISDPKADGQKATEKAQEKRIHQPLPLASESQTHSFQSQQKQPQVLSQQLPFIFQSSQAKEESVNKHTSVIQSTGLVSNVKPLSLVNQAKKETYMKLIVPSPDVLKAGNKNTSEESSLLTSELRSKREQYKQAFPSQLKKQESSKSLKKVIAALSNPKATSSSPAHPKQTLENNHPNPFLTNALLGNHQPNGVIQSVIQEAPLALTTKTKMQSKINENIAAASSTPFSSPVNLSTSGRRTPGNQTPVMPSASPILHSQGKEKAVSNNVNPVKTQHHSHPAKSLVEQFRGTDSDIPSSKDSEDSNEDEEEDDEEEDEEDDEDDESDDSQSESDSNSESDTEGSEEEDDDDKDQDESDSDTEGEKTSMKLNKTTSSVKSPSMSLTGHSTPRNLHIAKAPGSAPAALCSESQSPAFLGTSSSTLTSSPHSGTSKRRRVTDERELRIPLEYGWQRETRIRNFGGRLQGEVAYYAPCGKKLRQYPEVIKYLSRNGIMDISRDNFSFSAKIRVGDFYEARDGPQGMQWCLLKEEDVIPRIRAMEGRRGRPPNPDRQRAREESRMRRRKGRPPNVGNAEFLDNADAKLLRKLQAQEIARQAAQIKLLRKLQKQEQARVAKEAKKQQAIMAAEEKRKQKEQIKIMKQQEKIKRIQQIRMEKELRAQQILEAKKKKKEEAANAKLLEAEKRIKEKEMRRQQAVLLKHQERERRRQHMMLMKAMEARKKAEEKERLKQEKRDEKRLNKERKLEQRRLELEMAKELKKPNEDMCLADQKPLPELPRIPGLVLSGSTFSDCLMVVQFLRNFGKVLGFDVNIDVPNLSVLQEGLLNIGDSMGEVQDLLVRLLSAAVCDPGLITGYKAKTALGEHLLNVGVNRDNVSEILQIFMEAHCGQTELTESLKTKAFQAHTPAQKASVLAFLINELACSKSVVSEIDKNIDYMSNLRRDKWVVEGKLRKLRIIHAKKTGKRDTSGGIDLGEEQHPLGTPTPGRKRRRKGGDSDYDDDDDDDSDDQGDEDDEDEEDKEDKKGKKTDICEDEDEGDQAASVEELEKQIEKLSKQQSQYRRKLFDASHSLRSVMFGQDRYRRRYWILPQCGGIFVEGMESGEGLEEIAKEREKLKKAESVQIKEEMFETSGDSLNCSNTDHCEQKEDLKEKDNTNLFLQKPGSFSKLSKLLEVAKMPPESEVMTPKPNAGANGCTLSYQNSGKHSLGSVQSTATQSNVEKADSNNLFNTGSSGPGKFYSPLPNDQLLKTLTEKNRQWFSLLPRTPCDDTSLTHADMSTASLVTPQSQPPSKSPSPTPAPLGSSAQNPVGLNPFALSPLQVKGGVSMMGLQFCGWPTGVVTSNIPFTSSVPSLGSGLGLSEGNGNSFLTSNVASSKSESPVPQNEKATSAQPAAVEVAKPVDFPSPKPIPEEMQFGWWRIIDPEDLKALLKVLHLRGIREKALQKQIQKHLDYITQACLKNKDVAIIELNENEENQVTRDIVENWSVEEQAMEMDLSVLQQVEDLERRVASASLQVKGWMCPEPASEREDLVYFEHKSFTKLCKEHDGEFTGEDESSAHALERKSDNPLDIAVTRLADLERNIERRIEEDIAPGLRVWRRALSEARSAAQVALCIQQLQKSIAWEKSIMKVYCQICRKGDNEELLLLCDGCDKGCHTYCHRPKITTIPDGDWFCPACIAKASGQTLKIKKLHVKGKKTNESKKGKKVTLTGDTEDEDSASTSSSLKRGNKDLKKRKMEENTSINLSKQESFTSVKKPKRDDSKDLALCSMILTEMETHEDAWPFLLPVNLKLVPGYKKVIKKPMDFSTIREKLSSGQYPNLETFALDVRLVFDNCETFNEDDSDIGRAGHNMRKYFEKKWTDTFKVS
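AlphaScreen displacement: compounds (up to 110uM) incubated 30 min at room temperature with a preformed 50 nM BAZ2B/50 nM biotinylated H3K14Ac peptide complex in PBS pH 7.4 with Tween-20. Donor and acceptor beads at 10 ug/mL final added, 20 min light-protected before reading.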
POLH inh – blocks human DNA polymerase eta activity; Q9Y253; recombinant Pol eta, fluorescent DNA replication assay; Potency, µM (doses to about 114 µM), inactives show at the top dose activity change, negative = inhibition, hits mostly inhibitors; actives 1.2% (n = 390,000); also: potency is read from the fitted curve at half-maximal effect; % is scaled to controls: 0 for no effect and ±100 for the full control effect
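Pol eta (10 nM) was preincubated with compounds for 15 min at room temperature, after which fluorescent replication substrate (50 nM final) was added to start the reaction. Fluorescence was read kinetically at 0 and 10 min.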
Pin1 inhibitor – human Pin1 inhibition; AID 504891; Q13526; actives 0.009% (n = 390,000); Pin1 FP peptide displacement, HiFluor488, 10 min; Potency, µM (titrated, usually from 115 µM), without a hit: at the highest dose activity, negative = inhibition, hits mostly inhibitors; active = well fitted inhibition curve with a large enough effect in the polarisation, with a control signal flat, not every such curve was filed as active; inconclusive = small, poorly fitted or top-dose-only effect, or effect the other way, or a change in a side signal; inactive = no such curve, though single readings can be large or run the other way; the % refers to the polarisation; also: potency is read from the fitted curve at half-maximal effect; % is scaled to controls: 0 for no effect and ±100 for the full control effect
PI4K2A block – blocks human PI4K2A kinase activity; Q9BTU6; purified PI4K2A, ADP-Glo luminescence, 1 h; stronger effect = lower value; activity change, negative = inhibition, % at 76.9 µM; actives 0.13% (n = 420,000); in the data active = activity change below about -50%; inconclusive = mostly about -30% to -49%;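 also: -100% = wells without enzyme as full effect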
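ADP-Glo luminescence measured ADP generated by PI4K2A enzyme (4 ug/mL before mixing) with 1.2 mM PI substrate (pre-mix) and 300 microM ATP (pre-mix). Tris pH7.5 buffer with MgCl2, Triton X-100; 1 h reaction at ambient temperature.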
G9a block – blocks human histone lysine methyltransferase G9a; Q96KQ7; G9a H3K9 monomethylation, AlphaScreen, 2 h; Potency, µM (titrated, usually from 102 µM), for the others: top-dose activity, negative = inhibition, hits mostly inhibitors; actives 8.8% (n = 350,000); also: potency is read from the fitted curve at half-maximal effect; % is scaled to controls: 0 for no effect and ±100 for the full control effect; nearly all actives have a fitted effect of over 75% in size
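AlphaScreen detection with an anti-monomethyl H3K9 antibody quantified product after a 2 h room-temperature reaction containing 500 nM biotinylated H3K9 peptide, 20 µM SAM and 20 nM enzyme, which had been preincubated 15 min with compound.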
HP1b binding inh – blocks HP1-beta chromodomain binding to methylated histone tails. P83916. AlphaScreen HP1-beta / biotin-H3K9me3 peptide binding. Potency, µM (top dose mostly 114 µM), for inactives: top-dose activity change, negative = inhibition, actives largely listed as inhibitors. actives 0.56% (n = 390,000). AID 540317; also: potency is read from the fitted curve at half-maximal effect; nearly all actives have a fitted effect of over 70% in size; inactives centre near 23
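HP1-beta protein (50 nM final) preincubated 30 min at room temperature with biotinylated H3(1-18)K9me3 peptide (50 nM) in PBS pH 7.4, 0.01% Tween-20, then compound added for 30 min. AlphaScreen streptavidin donor/nickel chelate acceptor beads (10 ug/mL final), 30 min dark, luminescence read.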
GLS inh – glutaminase GLS (human) inhibition | actives 0.21% (n = 410,000) | Potency, µM (highest dose often 45.5 µM), without a hit: at the highest dose activity change, negative = inhibition, most hits filed as inhibitors | O94925 | GLS enzymatic activity, qHTS titration | AID 624170; also: potency is read from the fitted curve at half-maximal effect; % is scaled to controls: 0 for no effect and ±100 for the full control effect
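Assay buffer: 45 mM KH2PO4 pH 8.2, 0.02% Tween-20. hKGA acts on L-glutamine (1 mM solution added); product glutamate is reported by an oxidase/peroxidase Amplex Red coupling, with fluorescence taken at baseline and 30 min.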
* marks the source's active call; other numbers are inactive results; i = inactive; ? = inconclusive; nt = no result given; & = joins results of further samples; [ ] = dose if it differs, or a comment. Unless noted, calls follow the shape of the dose curve; as a rule, active = well fitted curve in the direction sought with a large enough effect; inconclusive = small, poorly fitted or top-dose-only effect, or another doubt; inactive = no such curve, though single readings can be large; an effect the other way counts as inactive or inconclusive. These rows are one share of the data, so the mix of outcomes need not match the whole.

The line under a structure holds: POLH inh | PGK inhibitor | BAZ2B block | G9a block | JMJD2A Tudor | Pin1 inhibitor | GLS inh | HP1b binding inh | PI4K2A block
CN(C)c1ccc(C=C2C(=O)OC3(CCCC3)OC2=O)cc1
  -4.0% | -1.2% | ? | nt | -15.3% | 64.4%[activator] | 17.7% | 23.4% | 5.6
CCOC(=O)C1CCN(C(=O)CN(c2cc(OC)ccc2OC)S(=O)(=O)c2ccccc2)CC1
  -9.9% | -1.0% | nt | 22.8%[59 µM] | -9.9% | -4.8% | -8.1% | 31.5% | -8.8
CC(C)(C)c1ccc(C(=O)NCC(c2cccs2)S(=O)(=O)c2ccc(F)cc2)cc1 (stereo not given)
  -16.6% | 3.6% | -10.5% | -0.8%[59 µM] | -21.8% | 2.2% | 5.1% | 33.5% | 4.3
CCC(=O)N1CCc2cc(S(=O)(=O)NCCC(=O)Nc3ccc(C)cc3)ccc21
  -14.8% | -5.9% | nt | -2.9%[59 µM] | -15.0% | 3.5% | 0.1% | 20.4% | 2.5
Cc1ccc(C)c(Nc2nn3c(=O)c4ccc(C(=O)NCc5ccccc5)cc4nc3s2)c1
  6.6% | -1.1% | -29.7% | -11.9%[59 µM] | -3.1% | -3.3% | -11.7% | 24.3% | 3.1
CCN(C(=O)COC(=O)c1ccccc1O)c1cccc2ccccc12
  -12.3% | i | nt | nt | 5.5% | 8.5% | -1.1% | 37.5% | 0.0
Cc1ccc(-c2[nH]nc(N)c2N=Nc2cccc(Cl)c2C)cc1
  -18.6% | -10.8% | 13.5% | ? | ? | -4.1% | 2.4% | -17.6% | -29.1
CCCCCOC(=O)CSc1nnc(-c2cc(OC)c(OC)c(OC)c2)o1
  -15.8% | 10.9% | 16.4% | 8.7%[12.7 µM] | 17.9% | -2.5% | 2.4% | 38.4% | -1.5
CCN1CCCC1CNC(=O)C(=O)Nc1ccccc1 (stereo not given)
  -17.9% | i | -20.6% | 23.3%[59 µM] | -17.1% | -3.6% | 7.4% | 31.5% | 4.0
CN(c1ccccc1)c1ccc(/C=C(/CCC(=O)O)c2nc3ccccc3s2)cc1[N+](=O)[O-]
  20µM* | ? | nt | nt | 22.4µM* | nt | -18.5% | ? | 5.7
CC(=O)c1cc(-c2ccccc2)n(CCC(=O)Nc2nc3c(C)cccc3s2)c1C
  -11.6% | 3.8% | 4.3% | 5.8%[59 µM] | -1.0% | -1.5% | 2.3% | 13.1% | -1.8
O=C(NCc1ccco1)C(=O)NCC1OCCN1S(=O)(=O)c1ccc(Cl)cc1 (stereo not given)
  -20.3% | 6.3% | -8.1% | -7.4% | -4.2% | 1.5% | 0.7% | 29.0% | -1.1
CC1CCN(c2ccc3c(c2)S(=O)(=O)c2ccccc2C3=O)CC1
  -12.2% | -4.2% | nt | nt | 55.0%[activator] | ? | -6.6% | 89.2%[activator] | -3.9
CC(=O)Oc1ccccc1N(C(C)=O)S(=O)(=O)c1ccc(C)cc1
  -1.5% | i | nt | -28.4% | -14.0% | 11.3% | 12.9% | 27.1% | -1.1
CCN1C(=O)c2ccccc2S(=O)c2ccc(C(=O)NC3CC3)cc21 (stereo not given)
  -4.5% | -10.2% | 26.8% | -7.8% | -16.7% | -1.0% | -2.2% | 19.6% | 4.6
C#CCN(C)CCCOc1ccc(Cl)cc1Cl
  -4.5% | 6.3% | 9.9% | 7.3% | -18.6% | 1.5% | -0.3%&2.3% | 21.8% | 2.0&-3.8&-0.3
CCCCCC(=O)N1C[C@H](O)[C@@H](n2cc(C3CC3)nn2)C[C@@H]1c1ccc(OC)cc1
  -12.5% | i | nt | nt | nt | nt | -11.5% | nt | 7.6
COC(=O)[C@]1(C)N[C@H](CN(C)C(=O)c2ccc(C)cc2)[C@@H]2C(=O)N(C)C(=O)[C@@H]21
  -4.2% | 5.9% | nt | nt | -17.1% | 7.2% | 1.4% | 32.6% | -0.2
COc1cccc(C(=O)Cn2c(NCCO)nc3ccccc32)c1
  -16.0% | 6.0% | 12.1% | ? | -20.0% | -3.4% | 26.7% | 27.4% | 12.8
Cc1ccc(NC(=O)CN(C)C(=O)Cn2cc(C(F)(F)F)cc(Cl)c2=O)cc1
  -7.5% | -7.2% | -21.4% | -0.6%[59 µM] | -18.2% | -4.2% | 5.8% | 3.3% | 4.1
COc1ccccc1N1CCN(C2CCN(C(=O)COc3ccccc3)CC2)CC1
  -17.0% | -3.6% | 50.1µM* | 10µM* | -17.6% | -4.3% | 2.6% | 4.2% | 7.4
CCn1c(C(=O)NCc2cc(Br)ccc2OC)cc2oc3ccccc3c21
  nt | nt | -19.5% | -8.3%[59 µM] | -27.6% | 20.7% | 7.9% | 20.7% | 1.3
O=C(c1cccnc1)N1CCN(C/C=C/c2ccccc2)CC1
  -7.6% | 10.5% | 21.5% | -29.6% | -6.9% | 1.5% | 1.2% | 37.8% | 1.5
COc1cc(/C=N/Nc2nncc3ccccc23)cc(OC)c1OC
  -14.4% | -10.9% | -32.9% | 1.6%[2.33 µM] | ? | 4.1% | 13.4% | -5.1% | -10.3
CCC(C)SCC(=O)Nc1ccc(S(=O)(=O)N2CCOCC2)cc1OC (stereo not given)
  -1.2% | 8.2% | -1.2% | nt | 2.4% | -3.4% | 0.1% | 6.4% | 0.8
CC(Sc1ncc(S(=O)(=O)c2ccc(C(C)C)cc2)c(N)n1)C(=O)Nc1ccccc1 (stereo not given)
  -28.2% | i | -11.2% | -22.5%[59 µM] | -8.3% | 42.1%[activator] | -4.6% | 6.8% | -9.0
CCc1noc(C)c1C(=O)NCCc1ccccc1
  -15.1% | i | 9.9% | -0.1% | -8.8% | 4.5% | -5.3% | 0.5% | -0.5
Cc1n[nH]c(C)c1S(=O)(=O)N(CC(=O)NCc1ccccc1Cl)c1ccc(C(C)C)cc1
  -25.2% | 3.7% | nt | -29.8%[59 µM] | -32.3% | 77.5%[activator] | 3.3% | 12.3% | -6.6
CC[C@]12c3[nH]c4cc(CCC(=O)N(C)C)ccc4c3CCN1C(=O)[C@@H](CC(=O)NCCCN(C)C)C[C@@H]2C(=O)N1CCN(C(=O)C2CC2)CC1
  -0.3% | -6.9% | nt | nt | -20.3% | -0.6% | 5.3% | 6.6% | 1.1
COc1ccc2sc(-c3ccc(N(C)C)cc3)c(C#CC(C)(C)O)c2c1
  -14.9% | -1.3% | 21.7% | 5.9%[0.501 µM] | 14.7% | ? | 2.2% | 76.9%[activator] | 3.8
CCN(CC)C(=O)CSc1nc2ccccc2c(=O)n1Cc1ccco1
  9.8% | -2.1% | -18.5% | 12.5%[59 µM] | -16.0% | -13.0% | -5.6% | 3.5% | 0.1
Cc1ccc(N(Cc2ccccc2F)S(C)(=O)=O)cc1C
  -6.9% | i | 56.2µM* | 44.7%[activator] | 13.4% | -1.8% | 0.7% | 33.2% | -0.4
CCOC(=O)N1CC=C2C(C#N)=C(N)C(C#N)(C#N)[C@H](c3ccsc3)[C@H]2C1
  -7.4% | -0.8% | -4.5% | 44.7µM* | -3.8% | ? | -2.6% | 40.7%[activator] | 24.0
CN(C)c1ccc(S(=O)(=O)NCC(=O)NCCC2=CCCCC2)cc1[N+](=O)[O-]
  -13.4% | -5.4% | -8.1% | 25.2%[59 µM] | -25.6% | -6.2% | 1.8% | -0.5% | -4.8
CN1CCN(CC(=O)c2ccccc2F)CC1
  0.5% | 0.3% | 22.4µM* | 4.47µM* | 6.31µM* | ? | -14.1% | ? | 5.1
CC1NC2(C(=O)N(Cc3ccccc3)c3ccccc32)C2C(=O)N(c3ccccc3)C(=O)C12 (stereo not given)
  -2.7% | -6.0% | -0.1% | ? | -12.8% | 0.6% | -0.2% | 17.3% | -4.8
CN(C)CCNS(=O)(=O)c1ccc2c3c(cccc13)C(=O)N2
  -16.1% | -2.0% | -2.4% | nt | -12.0% | 0.1% | 0.3% | 21.8% | -2.9
CC(C)CNC(=O)C1CCCN(S(=O)(=O)c2ccc(-n3cnnn3)cc2)C1 (stereo not given)
  -5.7% | -5.4% | 0.5% | 16.4% | 13.9% | -1.1% | -2.8% | 25.7% | -3.1
N#Cc1c(-c2ccccc2Cl)noc1/C=C/Nc1ccc(C(=O)O)cc1
  12.4% | -5.0% | ? | ? | -26.5% | 15.0% | 21.5% | 32.9% | -7.0
CCc1nnc(SCC(=O)N2CCCC(N3CCN(c4ccccc4C)CC3)C2)o1 (stereo not given)
  -23.7% | -0.8% | -4.2% | -4.1%[12.7 µM] | -11.6% | 2.6% | 0.5% | 28.5% | 1.5

Complete entries as entered above.
CCOC(=O)N1CC=C2C(C#N)=C(N)C(C#N)(C#N)[C@H](c3ccsc3)[C@H]2C1 in the list: POLH inh: -7.4%; PGK inhibitor: -0.8%; BAZ2B block: -4.5%; G9a block: 44.7µM*; JMJD2A Tudor: -3.8%; Pin1 inhibitor: ?; GLS inh: -2.6%; HP1b binding inh: 40.7%[activator]; PI4K2A block: 24.0
CC(C)CNC(=O)C1CCCN(S(=O)(=O)c2ccc(-n3cnnn3)cc2)C1 (stereo not given) in the list: POLH inh: -5.7%; PGK inhibitor: -5.4%; BAZ2B block: 0.5%; G9a block: 16.4%; JMJD2A Tudor: 13.9%; Pin1 inhibitor: -1.1%; GLS inh: -2.8%; HP1b binding inh: 25.7%; PI4K2A block: -3.1
